Screens from PubChem.
CIT2 TOR yeast: modulators of CIT2-GFP expression in yeast, primary screen, S. cerevisiae, GFP fusion, multiplex flow cytometry, MLPCN library. S. cerevisiae CIT2-GFP strain, 3 h; 100 means same as DMSO wells. GFP response vs DMSO, % at 10 µM. 320,000 tested, 0.065% active. AID 2029, 2009;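 active = GFP response relative to DMSO above a set limit, near the screen mean plus 3 SD, cut at about 150% in these data; inconclusive = Fewer than 70 cells measured for a yeast strain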;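 note: ratio of well median GFP fluorescence to mean of DMSO wells on the plate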
MEP2 TOR yeast: modulators of MEP2-GFP levels in yeast, primary screen, S. cerevisiae, multiplex flow cytometry, MLPCN library | GFP response vs DMSO, % at 10 µM | S. cerevisiae MEP2-GFP strain, 3 h; 100% = DMSO control level | 330,000 tested, 0.51% active;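 active = GFP response versus DMSO above a set limit, roughly screen mean plus 3 SD, cut at about 180% in these data; inconclusive = fewer than 70 cells counted for a yeast strain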;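 note: median GFP fluorescence of the barcode-gated MEP2-GFP cells per well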
CR mimetic SO: reduction of superoxide in aged yeast, primary screen, HTS. S. cerevisiae aged cells, superoxide DHE fluorescence; stronger effect = lower value. superoxide response (% of plate mean), % at 10 µM. 330,000 tested, 0.18% active. AID 2690, 2010;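 active = superoxide response under a set limit, about three screen SD below normal, cut at about 65% in these data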;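 note: yeast aged for seven days with compound at 30 °C before DHE staining; 100% = average MFI of all compound-treated wells on the plate with controls excluded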
Efflux pump inh: inhibitors of Candida efflux pumps in yeast, primary screen, S. cerevisiae, Nile Red, multiplex; inhibition, % at 10 µM; AID 485275, 2010; S. cerevisiae Candida pump triplex; 330,000 tested, 0.44% active;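 active = plate passing quality check with inhibition over a set limit, or well fluorescence over plate mean plus 4 SD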;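 note: Nile Red retained in pooled yeast measured as flow cytometry median fluorescence; 0% = buffer negative control and 100% = Enniatin B positive control; higher means more Nile Red kept so more efflux inhibition; some compounds called inactive have numbers as strong as hits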
LAP4-GFP MLPCN: modulators of LAP4-GFP expression in yeast, primary screen, S. cerevisiae, multiplex flow cytometry, MLPCN library. GFP response vs DMSO, % at 10 µM. 320,000 tested, 0.34% active. 3 h; median GFP as percent of DMSO wells;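 active = GFP response vs DMSO above a set limit, about the screen mean plus 3 SD, cut at about 150% in these data; inconclusive = under 70 cell events counted for the yeast strain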
RPL19A-GFP yeast: RPL19A-GFP expression modulators in yeast, primary screen, cell-based, S. cerevisiae, multiplex flow cytometry, MLPCN | percent response vs DMSO, % at 10 µM | AID 2025, 2009 | S. cerevisiae RPL19A-GFP strain, 3 h; stronger effect = lower value | 330,000 tested, 0.3% active;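 active = percent response vs DMSO below 50%; inconclusive = fewer than 70 events counted for the yeast strain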;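 note: median channel GFP fluorescence of the barcoded RPL19A-GFP strain; ratio of sample median GFP to plate DMSO average so 100% = DMSO; lower means less RPL19A-GFP as with rapamycin TOR inhibition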
AGP1 TOR yeast: modulators of AGP1-GFP expression in yeast TOR pathway, primary screen, cell-based, multiplex flow cytometry, S. cerevisiae, MLPCN library; 3 h; GFP as percent of DMSO wells; AID 2066, 2009; 320,000 tested, 0.02% active; GFP response vs DMSO, % at 10 µM;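 active = GFP response relative to DMSO above a set limit, near screen average plus 3 SD, cut at about 150% in these data; inconclusive = fewer than 70 cells counted for the yeast strain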;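 note: median GFP channel fluorescence of the gated AGP1 strain per well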
AHR activator: AHR activators, primary screen, cell-based, luminescence, luciferase reporter, human; Aryl hydrocarbon receptor (Homo sapiens), P35869; AHR-responsive luciferase reporter cells; activation, % at 5 µM; 320,000 tested, 2.5% active; in the data active = activation above about 47%;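 note: 0% = vehicle wells and 100% = reference agonist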
Target sequence (P35869 whole entry, looked up): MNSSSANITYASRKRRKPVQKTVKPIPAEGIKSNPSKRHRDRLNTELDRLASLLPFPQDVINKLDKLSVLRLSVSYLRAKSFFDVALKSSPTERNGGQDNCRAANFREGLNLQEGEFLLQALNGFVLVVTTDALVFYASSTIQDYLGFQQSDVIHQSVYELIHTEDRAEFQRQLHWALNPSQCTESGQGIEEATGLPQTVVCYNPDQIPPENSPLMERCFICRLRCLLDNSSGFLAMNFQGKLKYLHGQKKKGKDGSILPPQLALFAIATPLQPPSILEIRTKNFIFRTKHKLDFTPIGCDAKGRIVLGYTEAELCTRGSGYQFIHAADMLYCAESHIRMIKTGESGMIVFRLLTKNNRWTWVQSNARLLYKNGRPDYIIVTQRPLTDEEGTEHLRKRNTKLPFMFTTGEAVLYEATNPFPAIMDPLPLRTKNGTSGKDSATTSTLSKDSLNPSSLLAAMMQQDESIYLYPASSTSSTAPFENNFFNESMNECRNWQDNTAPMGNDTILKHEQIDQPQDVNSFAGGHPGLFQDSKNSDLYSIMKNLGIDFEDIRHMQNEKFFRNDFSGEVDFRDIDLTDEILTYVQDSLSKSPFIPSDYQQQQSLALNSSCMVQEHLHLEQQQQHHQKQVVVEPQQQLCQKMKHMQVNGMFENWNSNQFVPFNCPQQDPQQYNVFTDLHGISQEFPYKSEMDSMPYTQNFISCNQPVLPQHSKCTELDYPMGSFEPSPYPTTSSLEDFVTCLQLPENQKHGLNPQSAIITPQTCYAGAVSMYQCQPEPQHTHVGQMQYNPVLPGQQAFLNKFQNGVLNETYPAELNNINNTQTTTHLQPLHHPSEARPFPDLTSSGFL
* marks the source's active call; other numbers are inactive results; ? = inconclusive; / = no result given; [ ] = remark or other dose.

SMILES | CIT2 TOR yeast | MEP2 TOR yeast | CR mimetic SO | Efflux pump inh | LAP4-GFP MLPCN | RPL19A-GFP yeast | AGP1 TOR yeast | AHR activator
CCCn1nnnc1SCC(=O)N1CCCc2ccccc21 | 95 | 99 | 109 | 0.1 | 104 | 101 | / | 7
O=C(N/N=C\c1ccc(F)cc1)c1ccc(Cn2cc(Br)c([N+](=O)[O-])n2)o1 | 105 | 99 | 83 | -1.5 | 97 | 103 | 105 | 16
COC(=O)c1ccccc1NC(=O)CC#N | 93 | 104 | 96 | 0.1 | 92 | 97 | 96 | 15
CCN(CC(=O)NC1CCS(=O)(=O)C1)S(=O)(=O)c1c(C)c(C)cc(C)c1C (stereo not drawn) | 110 | 98 | 83 | -0.1 | 106 | 100 | 110 | 0
O=C(Nc1ccccn1)c1sc2cccc(F)c2c1Cl | 86 | ? | 105 | -0.1 | 83 | 90 | 76 | 12
C=CCNC(=S)NNC(=O)c1ccco1 | 99 | 99 | 88 | 0.0 | 98 | 99 | 98 | 1
Cc1ccc(Nc2nc3ccccc3c(=O)s2)cc1 | 102 | 104 | 98 | -0.1 | 101 | 106 | 109 | -1
O=C(Cc1ccc(Cl)cc1)NCCc1cnc[nH]1 | 97 | 95 | 90 | -0.1 | 82 | 97 | 89 | 1
COc1ccc(CNC(=O)Nc2cccc3ccccc23)cc1 | / | 97 | 98 | 0.1 | 86 | 100 | 98 | 10
O=[N+]([O-])c1ccc(N2CCCCC2)nc1 | 108 | 98 | 87 | 0.0 | 101 | 102 | 106 | 1
Cc1cc(S(=O)(=O)Nc2ccc(F)cc2)c(C)s1 | 99 | 98 | 101 | -0.1 | 97 | 101 | 99 | -3
NC(=O)CSc1nnc(-c2ccc(O)cc2)n1Cc1ccco1 | 103 | 99 | 88 | 0.0 | 98 | 98 | 105 | -1

Results in RPL19A-GFP yeast, for some of the entries so far:
SMILES	RPL19A-GFP yeast
Cc1ccc(Nc2nc3ccccc3c(=O)s2)cc1	106
O=C(Cc1ccc(Cl)cc1)NCCc1cnc[nH]1	97
COc1ccc(CNC(=O)Nc2cccc3ccccc23)cc1	100
O=[N+]([O-])c1ccc(N2CCCCC2)nc1	102

The listing picks up with the 2 entries that preceded the break.
SMILES | CIT2 TOR yeast | MEP2 TOR yeast | CR mimetic SO | Efflux pump inh | LAP4-GFP MLPCN | RPL19A-GFP yeast | AGP1 TOR yeast | AHR activator
Cc1cc(S(=O)(=O)Nc2ccc(F)cc2)c(C)s1 | 99 | 98 | 101 | -0.1 | 97 | 101 | 99 | -3
NC(=O)CSc1nnc(-c2ccc(O)cc2)n1Cc1ccco1 | 103 | 99 | 88 | 0.0 | 98 | 98 | 105 | -1
COc1ccc(NC(=O)CC2SC(N)=NC2=O)c([N+](=O)[O-])c1 (stereo not drawn) | 102 | 107 | 111 | -0.5 | 95 | 107 | 102 | 1
Cc1cccc(N2CCN(C(=O)COc3ccc4c(c3)CCC4)CC2C)c1 (stereo not drawn) | 96 | 100 | 98 | 0.3 | 101 | 101 | 99 | 2
Cc1ccc(S(=O)(=O)N2CCN(C(=O)CSc3ncn[nH]3)CC2)c(C)c1 | 96 | 106 | 113 | -0.1 | 107 | 100 | 107 | 1
CSc1ncc(C(=O)Nc2ccccc2Cl)c(C)n1 | 104 | 107 | 91 | -0.1 | 104 | 100 | 83 | 8
Clc1ccccc1Oc1cnc2ccccc2n1 | 97 | 99 | 93 | 0.0 | 104 | 98 | 102 | -2
O=C(Nc1cccc(-c2cccc(F)c2)c1)C1CCN(C2CCC2)CC1 | 116 | 109 | 111 | -0.1 | 95 | 108 | 106 | -1
O=C(CSc1nnc(-c2cccs2)n1Cc1ccccc1)N1CCc2ccccc2C1 | 96 | 88 | 99 | 0.0 | 89 | 93 | 94 | 4
Cc1ccc(S(=O)(=O)Nc2ccc3cn[nH]c3c2)cc1C | 113 | 97 | 84 | -0.3 | 95 | 98 | 95 | 28
Cc1ccc(OCCNC(=O)C2CCCCC2)cc1 | 107 | 102 | 92 | 0.1 | 97 | 107 | 103 | 1
COCC(C)n1c(SCC(=O)NCCC2=CCCCC2)nc2ccccc2c1=O (stereo not drawn) | 100 | 102 | 88 | -0.1 | 91 | 100 | 104 | 2
c1ccc(CC2CCN(C3=Nc4cccc5cccc3c45)CC2)cc1 | 87 | 96 | 106 | 0.3 | 105 | 98 | 102 | 20
O=C(O)c1ccc(N2C(=O)c3cccnc3C2=O)cc1 | 102 | 97 | 94 | -0.1 | 101 | 97 | 103 | -1
O=C(COC(=O)c1cccnc1)c1ccc(Cl)c(Cl)c1 | 99 | 106 | 105 | 0.0 | 108 | 98 | 97 | -2
COc1ccc(-c2c(C(C)=O)c(C)nc3sc4c(c23)NC(c2ccccc2)NC4=O)cc1 (stereo not drawn) | 92 | 86 | 98 | 0.1 | 92 | 89 | / | -1
CCN(CC)CCOC(=O)CCc1cccc2ccccc12 | 83 | 88 | 102 | 0.1 | 98 | 99 | 97 | 1
CN(CC#CC(O)(c1ccccc1)c1ccccc1)C(C)(C)C | 103 | 94 | 65* | -0.1 | 103 | 97 | 103 | 0
O/N=C/c1cn(-c2ccc(Cl)cc2)nn1 | 91 | 89 | 94 | 1.2 | 89 | 94 | 86 | 1
O=C(Cc1n[nH]c(=O)c2ccccc12)OCC(=O)N(Cc1ccccc1)Cc1ccccc1 | 91 | 100 | 87 | 0.5 | 88 | 95 | 91 | 1
COc1ccc(OC)c(CNC(=O)C2CCCN(S(=O)(=O)N3CCC(C)CC3)C2)c1 (stereo not drawn) | ? | 152[may fluoresce violet] | 81 | -0.1 | 74[may fluoresce violet] | 14*[may fluoresce violet] | ? | 9
C=CCN1CC(c2nc3ccccc3n2Cc2ccccc2)CC1=O (stereo not drawn) | 89 | 96 | 77 | 0.0 | 93 | 101 | 104 | 1
Cc1ccc(CN2C(=O)CCC2C(=O)NCc2ccc(F)cc2)cc1 (stereo not drawn) | 112 | 102 | 97 | 0.0 | 104 | 98 | 104 | 0
O=c1c2ccccc2nc2n1C(CSCc1ccc(Cl)cc1)CS2 (stereo not drawn) | 103 | 102 | 105 | -0.2 | 98 | 100 | 104 | 13
CC(C)N1CCC(N2CCN(C3CCCC3)CC2CCO)CC1 (stereo not drawn) | 98 | 97 | 98 | 0.4 | 94 | 97 | 101 | 0
Cc1cc(C)cc(NC(=O)C(=S)NCc2ccccc2)c1 | 95 | 93 | 91 | -0.1 | 100 | 94 | 99 | 4
Cc1cc(=O)c2n(Cc3ccc(Cl)cc3)nc[n+]2[nH]1 | 93 | 104 | 89 | -0.1 | 100 | 99 | 109 | 2
CCc1c(O)nc(SCC(=O)Nc2ccc(Br)cc2)n(-c2ccc(C)cc2)c1=O | 100 | 97 | 107 | 0.4 | 91 | 99 | 98 | 3
COc1ccc(Cn2c(=O)[nH]c3cc(C(=O)NCCCOC(C)C)ccc3c2=O)cc1 | 99 | 91 | 97 | -0.1 | 95 | 94 | 102 | 0
O=C(NCC1CCCO1)C1CCCN(S(=O)(=O)c2ccc(F)cc2)C1 (stereo not drawn) | 96 | 102 | 88 | 0.0 | 93 | 100 | 97 | 0
CCC(C)NC(=O)CN(c1cc(C)cc(C)c1)S(=O)(=O)c1c(C)[nH]c(=O)[nH]c1=O (stereo not drawn) | 105 | 97 | 102 | -0.1 | 105 | 99 | 105 | 0
CC(C)N(C(=S)Nc1cccc(S(=O)(=O)N(C)C)c1)c1ccccc1 | 124 | 108 | 94 | -0.1 | 115 | 103 | 116 | 1
CC(=O)Nc1ccc(NC(=O)CSc2nnc(C3CC3)n2C)cc1 | 93 | 99 | 97 | -0.1 | 114 | 110 | 107 | 4
O=C(OCc1ccccn1)C1CCN(C(=O)c2ccc(Cl)cc2)CC1 | 90 | 98 | 101 | 0.0 | 109 | 94 | 99 | 5
COc1ccc(OC)c(CNS(=O)(=O)c2cc(CN3C(=O)c4cccnc4C3=O)ccc2OC)c1 | 103 | 109 | 104 | 0.0 | 99 | 99 | 104 | 1
Cc1cc(NC(=O)c2cncc(Br)c2)ccc1NC(=O)c1cc2ccccc2o1 | 99 | 109 | 105 | -0.4 | 78 | 118 | 98 | 5
O=C(COC(=O)/C=C/C(=O)OCC(=O)Nc1ccccc1F)Nc1ccccc1F | 99 | 103 | 87 | 0.0 | 101 | 105 | 101 | -2
C[C@@H]1NC(=O)c2cc([N+](=O)[O-])cc(I)c2OCC[C@@H](C(N)=O)NC(=O)[C@H](CCCCN)NC1=O | 99 | 102 | 116 | -0.1 | 100 | 100 | 103 | 0
c1ccc2sc(N3CCCN(Cc4nc(-c5cnccn5)no4)CC3)nc2c1 | 98 | 100 | 92 | 0.0 | 110 | 96 | 106 | 2
COc1ccc(S(=O)CC(=O)Nc2ccccc2Cl)cc1 (stereo not drawn) | / | 93 | 100 | -0.1 | 87 | 84 | 86 | -4
O=C1N=c2ccccc2=C1c1sc(=S)n(NC(=O)c2ccccc2)c1O | / | 93 | 89 | 0.0 | / | 95 | / | 18
C/C(Cl)=C/Cn1c(SCC(C)C)nc2c1c(=O)[nH]c(=O)n2C | 131 | 123 | 100 | -0.2 | 118 | 121 | 120 | 0
COc1ccc(/C=C/C(=O)OCC(=O)NCc2ccco2)c(OC)c1 | 94 | 100 | 109 | 0.0 | 86 | 95 | 83 | 1
CCOC(=O)C1CCN(c2nc3ccccc3n2CC(=O)c2ccccc2)CC1 | 86 | 88 | 103 | 0.0 | 105 | 100 | 103 | 0
Cc1ccccc1C(=O)N1CCN(c2ncnc3c2cnn3-c2ccccc2)CC1 | 97 | 100 | 94 | -0.1 | 104 | 97 | 102 | -1
O=C(C1=C(O)C(=O)N(Cc2ccco2)C1c1cccs1)c1cccs1 (stereo not drawn) | 98 | 96 | 110 | 0.1 | 80 | 100 | 94 | 5
CCOC(=O)CCNC(C(=O)OCC)c1ccccc1 (stereo not drawn) | 100 | 104 | 99 | 0.0 | 104 | 102 | 97 | 2
O=C(CSc1n[nH]c(=O)[nH]c1=O)c1ccc(Cl)cc1Cl | 94 | 99 | 97 | 0.2 | 104 | 99 | 100 | -1
CCNc1nc(NCC)n2c(SCC(=O)c3ccccc3F)nnc2n1 | 108 | 106 | 87 | -0.1 | 108 | 106 | 112 | 5
COc1ccc(OC2CCN(S(=O)(=O)c3ccc(F)cc3)CC2)cc1 | 96 | 100 | 96 | 0.1 | 102 | 103 | 93 | 1
CCCOc1ccc(N/C=C/C(=O)c2ccc(OC)c(OC)c2)cc1 | 100 | 102 | 110 | -0.4 | 99 | 97 | 96 | 0
CCOc1ccc2c(c1)C(C)=CC(C)(C)N2C(=O)Nc1ccccc1 | 83 | 101 | 94 | 0.1 | 92 | 100 | 93 | 3
COCCn1c(C)cc(C2=NNC(=Nc3ccc(Cl)cc3Cl)SC2)c1C | 91 | 97 | 87 | 0.1 | 97 | 96 | 98 | -2
O=C(NNS(=O)(=O)c1ccccc1)Nc1ccc(F)cc1 | 107 | 107 | 96 | 0.0 | 107 | 103 | 102 | 1
COC(=O)c1ccc(N2CCCCC2)c(NS(=O)(=O)c2ccc(C)cc2)c1 | 92 | 95 | 109 | 0.2 | 90 | 94 | 89 | 3
